PfGluPho inh: PfG6PD (Plasmodium falciparum) enzyme inhibition. PfGluPho enzyme, NADPH resazurin-diaphorase fluorescence. inhibition, % at 20 µM. actives 0.78% (n = 350,000). AID 504690;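 active = inhibition reaching at least a set limit at 20 µM in the primary screen, cut at about 59% in these data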;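 also: 0% = DMSO wells with substrate and 100% = DMSO wells lacking glucose-6-phosphate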
SENP1 inh: blocks the human SENP1 SUMO protease catalytic domain; Q9P0U3; actives 0.21% (n = 360,000); recombinant SENP1 catalytic domain, CyPet-SUMO1-YPet FRET cleavage; inhibition, % at 10 µM;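 active = inhibition at least 30% at 10 µM, raw YFP signal under a set limit, fluorescence ratio 0.5 to 1.5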;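 also: 0% = enzyme with DMSO and 100% = no enzyme wells; some results filed as inactive read as strong as hits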
Target sequence (Q9P0U3 419-644 limits assumed): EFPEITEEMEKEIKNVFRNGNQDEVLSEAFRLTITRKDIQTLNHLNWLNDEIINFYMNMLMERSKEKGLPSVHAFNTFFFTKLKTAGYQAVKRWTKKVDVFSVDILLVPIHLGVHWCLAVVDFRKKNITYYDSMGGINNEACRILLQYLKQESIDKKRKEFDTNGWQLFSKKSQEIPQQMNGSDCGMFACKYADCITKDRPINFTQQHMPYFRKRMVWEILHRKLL
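Test system: hSENP1 catalytic domain, recombinant; Amount: 20 pM final SENP1 enzyme; Medium: Tris pH 8 buffer plus EDTA, NaCl, BME, BSA, NP40, catalase; Schedule: 50 min enzyme reaction, room temperature, light-protected; Technique: FRET fluorescence in CFP and YFP emission channels; Controls: no-enzyme wells low, DMSO-plus-enzyme wells high control.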
SENP6 block: blocks the human protease SENP6; Q9GZR1; Recombinant SENP6 catalytic domain, aminoluciferin luminescence; inhibition, % at 10 µM; actives 1.8% (n = 330,000);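 active = inhibition above about 50% at the single tested dose, limit read from the data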;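 also: plate controls were DMSO wells with enzyme for no effect and DMSO wells lacking enzyme for full effect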
Target sequence (Q9GZR1 628-1112 limits assumed): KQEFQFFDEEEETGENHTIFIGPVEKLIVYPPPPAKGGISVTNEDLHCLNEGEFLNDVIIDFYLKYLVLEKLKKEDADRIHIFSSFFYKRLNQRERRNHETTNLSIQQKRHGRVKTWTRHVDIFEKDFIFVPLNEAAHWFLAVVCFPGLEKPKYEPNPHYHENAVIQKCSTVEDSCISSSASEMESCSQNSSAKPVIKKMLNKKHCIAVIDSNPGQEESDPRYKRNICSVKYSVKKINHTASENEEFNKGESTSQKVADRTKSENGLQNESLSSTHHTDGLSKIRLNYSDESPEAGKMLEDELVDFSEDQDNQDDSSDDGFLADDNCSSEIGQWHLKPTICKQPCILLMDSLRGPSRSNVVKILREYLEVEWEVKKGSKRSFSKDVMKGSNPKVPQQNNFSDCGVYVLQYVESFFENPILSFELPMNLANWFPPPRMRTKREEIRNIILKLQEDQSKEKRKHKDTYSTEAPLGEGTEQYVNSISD
SENP8 block-1: blocks human SENP8 cleavage of Nedd8 substrate; Q96LD8; recombinant SENP8, Nedd8 substrate fluorescence; inhibition, % at 20 µM; actives 0.64% (n = 360,000); AID 602440; in the data active = inhibition mostly above about 40%, no sharp cut-off; inactive = mostly below about 27%
Target sequence (Q96LD8 whole entry, looked up): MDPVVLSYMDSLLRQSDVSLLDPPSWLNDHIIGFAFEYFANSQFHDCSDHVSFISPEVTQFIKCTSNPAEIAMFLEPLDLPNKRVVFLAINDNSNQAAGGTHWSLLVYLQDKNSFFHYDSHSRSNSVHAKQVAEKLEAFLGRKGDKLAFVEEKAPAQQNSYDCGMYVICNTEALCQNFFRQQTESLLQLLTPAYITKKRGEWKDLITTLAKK
SENP7 block: inhibitors of human SENP7 protease | Q9BQF6 | recombinant SENP7, Z-RLRGG-aminoluciferin luminescence, 40 min | inhibition, % at 5 µM | actives 1.5% (n = 330,000) | AID 434973;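 active = inhibition above about 50% at the single test dose, limit read from the data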;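 also: plate controls were DMSO with enzyme for no effect and no enzyme buffer wells for full effect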
SENP8 block-2: SENP8 protease inhibition; inhibition, % at 10 µM; actives 1.2% (n = 330,000); AID 2540; purified SENP8, Z-RLRGG-aminoluciferin cleavage, luminescence; Q96LD8; in the data active = inhibition above about 50%
Apaf-1 inh: human Apaf-1 inhibition | O14727 | reconstituted apoptosome caspase-3 activity, DEVD-Rh110 fluorescence | inhibition, % at 20 µM | actives 0.71% (n = 330,000); active = inhibition of at least 40% at 20 µM;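 also: plate controls were DMSO wells for no effect and DEVD-CHO caspase inhibitor wells for full effect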
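System: reconstituted apoptosome with Apaf-1, cytochrome c, caspase-9, procaspase-3, dATP; Signal: Rh110 fluorescence intensity; Schedule: 30 min compound preincubation, 50 min activation, room temperature; Reagent: cytochrome c trigger plus (Z-DEVD)2-Rh110 caspase-3 substrate.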
HKDC1 inhibitor: blocks human hexokinase HKDC1 activity; Q2TB90; inhibition, % at 20 µM; recombinant HKDC1, G6PDH/diaphorase resazurin coupled fluorescence; actives 0.16% (n = 340,000);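 active = inhibition above about 35% when tested at 20 µM, limit read from the data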;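 also: plate controls were DMSO wells with enzyme for no effect and DMSO wells lacking enzyme for full effect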
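Material: recombinant HKDC1 hexokinase; Amount: HKDC1 at 5 µg/mL; Medium: Tris pH 8.0 buffer with MgCl2, Tween-20, BSA, BME; Schedule: 90 min reaction incubation at room temperature, dark; Technique: coupled resazurin fluorescence, excitation 525 nm, emission 613 nm.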
Starred values were filed as active, the others as inactive; . = not tested or not shown. An unsorted share of the library (roughly 3.6% active in at least one column).

SMILES	PfGluPho inh	SENP1 inh	SENP6 block	SENP8 block-1	SENP7 block	SENP8 block-2	Apaf-1 inh	HKDC1 inhibitor
COc1ccc(OC)c(N2C(=O)[C@@H]3C(c4ccccc4Cl)=NO[C@@H]3C2=O)c1	-4	0	-20	15	-2	-4	-12	12
COC(=O)/C(C#N)=C/c1c(Oc2cccc(C)c2)nc2ccccn2c1=O	12	-39	-13	-177	-12	8	3	9
CSc1nnc(-c2sccc2OCc2ccccc2)n1C	-8	3	-2	29	-1	5	-7	-2
Cc1ccc(SCC(=O)OC(C)C(=O)Nc2ccc(S(N)(=O)=O)cc2)cc1C (stereo not drawn)	11	7	-7	15	3	1	-4	-3
O=[N+]([O-])c1cc(F)c(N2CCOCC2)cc1N1CCCCC1	7	2	-5	23	6	-6	-10	-6
Cc1sc2c(c1C)CN(Cc1ccncc1)CN2C(=O)c1ccco1	-1	-64	-14	-79	-6	-21	2	-4
O=C(Nc1ccc(S(=O)(=O)N2CCCCC2)cc1)C1CCN(C(=O)c2ccco2)CC1	10	0	4	1	3	6	6	-1
CC(Oc1ccccc1)C(=O)N/N=C/c1ccccn1 (stereo not drawn)	3	1	-5	13	4	1	6	-5
CCOC(=O)N1CCC(NCCNC(=O)c2ccc(F)c(F)c2)CC1	-8	0	-2	5	-4	-1	-5	0
O=C(Nc1c(Br)cc2c(c1Br)Cc1cc([N+](=O)[O-])ccc1-2)C(Cl)Cl	14	14	.	7	.	.	.	-6
COc1ccc(OC)c(NC(=O)Cn2cccc2)c1	0	1	-13	8	4	1	-9	-5
CC(=O)N1CCOc2cc(S(=O)(=O)NCc3ccc(F)cc3)c(C)cc21	-2	2	-1	11	0	-1	4	-2
O=C(NC1CCCCC1)C1CCN(C(=O)c2ccc(-c3ccccc3)cc2)CC1	-4	0	8	6	1	-2	22	-2
Fc1ccccc1/C=N/Nc1nc2ccccc2o1	19	-9	14	-104	70*	-3	12	4
COc1cccc(/C=C2\SC(=S)N(CCCC(=O)N3CCCC3)C2=O)c1	11	1	78*	12	65*	48	22	9
COc1ccc(N2CCN(C(=O)COC(=O)c3cccc(S(=O)(=O)Nc4cccc(C)c4)c3)CC2)cc1	-9	1	-8	17	9	-14	16	4
C=CCNC(=S)N1CCN(S(=O)(=O)c2ccc(C)cc2)CC1	-22	2	-17	37	-3	-7	8	-4
CCc1nc(SCC(=O)NNC(=O)c2ccc(C)cc2)c2ccccc2n1	7	0	-29	9	1	6	8	-6
CCOC(=O)C1(C(=O)OCC)CC1c1ccccc1 (stereo not drawn)	16	2	-2	21	17	1	11	-5
COc1ccc(C)cc1NCC(=O)Nc1ccc(C(C)(C)C)cc1	26	1	-24	13	-8	-4	26	-3

Full records, looked up by structure. Order of values: PfGluPho inh, SENP1 inh, SENP6 block, SENP8 block-1, SENP7 block, SENP8 block-2, Apaf-1 inh, HKDC1 inhibitor
Shown for `COC(=O)/C(C#N)=C/c1c(Oc2cccc(C)c2)nc2ccccn2c1=O` = 12, -39, -13, -177, -12, 8, 3, 9
Shown for `CCOC(=O)N1CCC(NCCNC(=O)c2ccc(F)c(F)c2)CC1` = -8, 0, -2, 5, -4, -1, -5, 0

(next part)
SMILES	PfGluPho inh	SENP1 inh	SENP6 block	SENP8 block-1	SENP7 block	SENP8 block-2	Apaf-1 inh	HKDC1 inhibitor
O=C(OCc1ccc([N+](=O)[O-])cc1)C1CC(=O)N(CCc2ccccc2)C1 (stereo not drawn)	-9	-1	-8	5	-14	-7	-6	-3
CCOc1ccc(OCC)c(NC(=O)C2CCCN(S(=O)(=O)c3cnc[nH]3)C2)c1 (stereo not drawn)	2	-4	-17	12	-12	-3	15	-2
COc1cn(-c2ccccc2)nc1C(=O)Nc1ccc(C)cc1Cl	7	-2	-15	-35	0	-3	20	-1
NC(=O)c1ncc(C(F)(F)F)cc1Cl	0	0	-5	3	-3	-5	3	-5
Cc1ccc(NC(=O)COC(=O)CCNS(=O)(=O)c2ccc(C)c(C)c2)cc1	-6	1	-3	4	2	1	6	0
Cc1cccc(NC(=O)c2cc(NC(=O)C3CC=CCC3C(=O)O)ccc2N2CCOCC2)c1 (stereo not drawn)	-4	2	-12	-37	10	-3	-6	-12
COc1ccc(N2C(=O)CC(SCc3ccc(Cl)cc3)C2=O)cc1 (stereo not drawn)	12	1	4	18	6	1	2	3
Cc1c(N/C(=N/S(=O)(=O)c2ccccc2)c2ccc(Cl)cc2)c(=O)n(-c2ccccc2)n1C	-15	1	2	17	-1	6	-6	-4
COc1ccc(CNC(=O)N2CCN(C(=O)c3ccccc3)CC2)cc1	-1	2	-16	4	6	-3	6	-8
Cc1ccc(C)c(NC(=O)C2CCCN2C(=O)NC2CCCCC2)c1 (stereo not drawn)	-16	2	3	-1	6	4	5	-2
CC(NC(=O)COC(=O)c1cc(Cl)nc(Cl)c1)c1ccccc1 (stereo not drawn)	-3	1	4	3	2	0	1	0
CC(C)N(C)C(=O)C(=O)c1cccn1-c1cccc(Cl)c1C#N	4	1	10	13	3	8	-8	-8
CCn1c(=O)cc(OCC(=O)NCCCN2CCN(c3cccc(Cl)c3)CC2)c2ccccc21	-9	1	-3	9	3	3	11	4
CCOc1ccc(N2CC(NS(=O)(=O)c3cccs3)CC2=O)cc1 (stereo not drawn)	8	3	-1	16	13	-15	3	-2
Cc1ccc(NC(=O)CN(c2ccc(C)cc2)S(=O)(=O)c2cccc3nonc23)cc1	22	1	-11	11	-6	1	7	7
Cn1c(CN2CCCC(C(=O)c3ccc4c(c3)OCO4)C2)nc2ccccc21 (stereo not drawn)	11	-1	-1	4	-6	-11	2	-1
Cc1ccc(CNC(=O)Cn2cnc3c(NC(=O)OCc4ccccc4)ncnc32)o1	-2	1	8	18	2	0	-9	-3
CN(CC(=O)Nc1cccc(F)c1)C(=O)c1ccccc1Cc1ccccc1	10	2	-6	8	2	3	19	4
O=C(COC(=O)Cc1ccc(Cl)cc1Cl)NCCC1=CCCCC1	6	1	-6	18	2	-2	27	0
Cc1cc(C)c(C#N)c(SCC(=O)c2cccs2)n1	21	-53	-10	15	-8	-10	15	-3
O=C(COC(=O)CCc1ccccc1)NC(c1ccccc1)c1ccccc1	14	3	3	15	2	4	3	12
Cc1cc(=O)oc2c(C)c(OCC(=O)NCCCN3CCOCC3)ccc12	-9	-3	-6	-120	13	-4	-12	3
O=C(Cn1c2[n+](c3ccccc31)CC(O)CS2)c1ccccc1 (stereo not drawn)	-4	0	-14	10	-13	-6	-7	-4
Cc1nc(CCNC(=O)CC2C(=O)NCCN2CC(C)C)nc2c1CCC2 (stereo not drawn)	-10	-1	-6	-102	12	-5	2	3
CC1CN(C(=O)COC(=O)c2cc([N+](=O)[O-])ccc2Cl)CC(C)O1 (stereo not drawn)	5	1	6	5	2	9	-16	-9
Cc1ccc(CC(NC(=O)c2ccccc2)C(=O)NC(C)C(=O)O)cc1 (stereo not drawn)	-7	4	-16	15	3	-15	-8	-6
CC(C(=O)Nc1ccccc1-c1ccccc1)N1CCN(C(=O)c2ccccc2)CC1 (stereo not drawn)	-14	-2	-6	4	-6	-6	-7	-7
CN(C)CCCN(C(=O)COc1ccccc1)c1nc2ccc(Cl)cc2s1	6	2	9	18	-1	0	11	-2
O=C(NCCN1C(=O)S/C(=C\c2ccc(Cl)cc2)C1=O)C1=COCCO1	6	0	7	-55	-2	-6	1	-6
CCCNC(=O)Cn1c(=O)/c(=C\c2ccc(-c3ccc([N+](=O)[O-])cc3)o2)s/c1=C\C(=O)C(C)(C)C	-26	-26	.	26	.	.	.	10
CC(C)Cn1c(SCC(=O)O)nnc1-c1cccc(S(=O)(=O)N2CCOCC2)c1	-1	-2	-2	3	2	4	-4	-6
Cn1cccc1Cc1nnc(SCC(=O)Nc2ccc(Cl)cc2)n1-c1ccc(F)cc1	13	-1	0	-16	10	-10	5	-1
C[C@H](NC(=O)c1ccc(Cl)cc1)C(=O)NCCc1ccc(S(N)(=O)=O)cc1	-1	1	-3	8	-6	-3	-4	-9
C[C@@H]1C=C[C@](Cc2ccccc2)(C(=O)O)N1C(=O)c1ccccc1	-2	2	-8	18	-7	5	-7	-5
Cc1ccc(S(=O)(=O)CC(=O)Nc2ccc(S(=O)(=O)Nc3ccccn3)cc2)cc1	3	-22	-13	-224	-7	-8	8	-7
CN(C)C1=NCCN1CC1CCCCCC1	3	3	5	14	6	-1	-8	-4
CCC(C)NC(=O)N1c2ccccc2Sc2ccccc21 (stereo not drawn)	4	-6	8	-11	6	-6	6	-4
COc1ccc(N2C(=O)C3CCCN3C2c2cccc(C)c2)cc1 (stereo not drawn)	-1	0	-19	6	10	-14	-4	-4
O=C(COC(=O)/C=C/c1cccc(Br)c1)NC1CCCC1	-4	3	2	11	6	0	3	1
CCN1C(=O)/C(=C/C2=Cc3ccccc3OC2C)SC1=S (stereo not drawn)	1	-38	-24	4	-2	-14	-21	0

Compounds from the list above containing bromine:
SMILES	PfGluPho inh	SENP1 inh	SENP6 block	SENP8 block-1	SENP7 block	SENP8 block-2	Apaf-1 inh	HKDC1 inhibitor
O=C(Nc1c(Br)cc2c(c1Br)Cc1cc([N+](=O)[O-])ccc1-2)C(Cl)Cl	14	14	.	7	.	.	.	-6
O=C(COC(=O)/C=C/c1cccc(Br)c1)NC1CCCC1	-4	3	2	11	6	0	3	1

Back to the main list, starting 4 compounds before the break.
SMILES	PfGluPho inh	SENP1 inh	SENP6 block	SENP8 block-1	SENP7 block	SENP8 block-2	Apaf-1 inh	HKDC1 inhibitor
CCC(C)NC(=O)N1c2ccccc2Sc2ccccc21 (stereo not drawn)	4	-6	8	-11	6	-6	6	-4
COc1ccc(N2C(=O)C3CCCN3C2c2cccc(C)c2)cc1 (stereo not drawn)	-1	0	-19	6	10	-14	-4	-4
O=C(COC(=O)/C=C/c1cccc(Br)c1)NC1CCCC1	-4	3	2	11	6	0	3	1
CCN1C(=O)/C(=C/C2=Cc3ccccc3OC2C)SC1=S (stereo not drawn)	1	-38	-24	4	-2	-14	-21	0
COC(=O)c1ccccc1NC(=O)Cn1nc2n(C)c3ccccc3n2c(=O)c1=O	.	.	-19	.	-1	-3	7	.
CCc1nc(N2CCCC2C(=O)O)c2oc3ccccc3c2n1 (stereo not drawn)	-8	4	8	-2	0	-1	-1	-2
CCCCn1c(N)c(N(Cc2ccccc2OC)C(=O)CSCC(=O)Nc2ccc(C)cc2)c(=O)[nH]c1=O	2	-3	.	-14	.	.	.	-5
C1=CC2CCC1ON2c1ccccc1 (stereo not drawn)	9	1	-14	16	-3	-1	-8	14
O=C(CSc1nnc2ccc(-c3cccnc3)nn12)Nc1ccccc1	7	-2	1	-80	-8	-7	-1	2
COc1ccc2nc(NC3=NC(c4ccccc4)CC(=O)N3)nc(C)c2c1 (stereo not drawn)	28	-7	-11	-427	-7	-4	15	7
CC(C)CCNC(=O)c1ccc2c(c1)N(Cc1ccccc1)C(=O)CS2=O (stereo not drawn)	21	-1	-3	7	-18	-14	9	-7
Cc1cc(C(=O)Nc2cccc(O)c2)co1	-21	-3	-27	15	-6	-6	-20	-2
CN(C(=O)C(=O)c1cn(CC(=O)N2CCCC2)c2ccccc12)C1CCCCC1	-3	-1	-2	8	6	-1	-7	-4
COc1ccc(-c2nnc(SCC(=O)N3CCCCC3)o2)cc1	17	1	-25	14	12	-3	-1	-2
CN(C)S(=O)(=O)c1cccc(NC(=O)c2cc([N+](=O)[O-])ccc2N2CCCCC2)c1	14	-5	14	15	8	2	-4	-8
c1ccc(Oc2cccc(NC3=NCCC3)c2)cc1	-7	1	-8	24	-7	0	5	-8
Cc1nc(-c2ccccc2)nc2n[nH]c(N)c12	15	0	-3	26	1	-8	-7	-5

Assay outcomes deposited in PubChem BioAssay by Sanford-Burnham Center for Chemical Genomics.
